Screening results: PubChem, Broad Institute
TcdB GH inh: TcdB glycohydrolase inhibition | P18177 | hit rate 0.24% among 350,000 | TcdB glycohydrolase enzymatic assay, plate reader | inhibition, % at 9.99 µM; in the data active = inhibition above about 10%
Target sequence (P18177 whole entry, looked up): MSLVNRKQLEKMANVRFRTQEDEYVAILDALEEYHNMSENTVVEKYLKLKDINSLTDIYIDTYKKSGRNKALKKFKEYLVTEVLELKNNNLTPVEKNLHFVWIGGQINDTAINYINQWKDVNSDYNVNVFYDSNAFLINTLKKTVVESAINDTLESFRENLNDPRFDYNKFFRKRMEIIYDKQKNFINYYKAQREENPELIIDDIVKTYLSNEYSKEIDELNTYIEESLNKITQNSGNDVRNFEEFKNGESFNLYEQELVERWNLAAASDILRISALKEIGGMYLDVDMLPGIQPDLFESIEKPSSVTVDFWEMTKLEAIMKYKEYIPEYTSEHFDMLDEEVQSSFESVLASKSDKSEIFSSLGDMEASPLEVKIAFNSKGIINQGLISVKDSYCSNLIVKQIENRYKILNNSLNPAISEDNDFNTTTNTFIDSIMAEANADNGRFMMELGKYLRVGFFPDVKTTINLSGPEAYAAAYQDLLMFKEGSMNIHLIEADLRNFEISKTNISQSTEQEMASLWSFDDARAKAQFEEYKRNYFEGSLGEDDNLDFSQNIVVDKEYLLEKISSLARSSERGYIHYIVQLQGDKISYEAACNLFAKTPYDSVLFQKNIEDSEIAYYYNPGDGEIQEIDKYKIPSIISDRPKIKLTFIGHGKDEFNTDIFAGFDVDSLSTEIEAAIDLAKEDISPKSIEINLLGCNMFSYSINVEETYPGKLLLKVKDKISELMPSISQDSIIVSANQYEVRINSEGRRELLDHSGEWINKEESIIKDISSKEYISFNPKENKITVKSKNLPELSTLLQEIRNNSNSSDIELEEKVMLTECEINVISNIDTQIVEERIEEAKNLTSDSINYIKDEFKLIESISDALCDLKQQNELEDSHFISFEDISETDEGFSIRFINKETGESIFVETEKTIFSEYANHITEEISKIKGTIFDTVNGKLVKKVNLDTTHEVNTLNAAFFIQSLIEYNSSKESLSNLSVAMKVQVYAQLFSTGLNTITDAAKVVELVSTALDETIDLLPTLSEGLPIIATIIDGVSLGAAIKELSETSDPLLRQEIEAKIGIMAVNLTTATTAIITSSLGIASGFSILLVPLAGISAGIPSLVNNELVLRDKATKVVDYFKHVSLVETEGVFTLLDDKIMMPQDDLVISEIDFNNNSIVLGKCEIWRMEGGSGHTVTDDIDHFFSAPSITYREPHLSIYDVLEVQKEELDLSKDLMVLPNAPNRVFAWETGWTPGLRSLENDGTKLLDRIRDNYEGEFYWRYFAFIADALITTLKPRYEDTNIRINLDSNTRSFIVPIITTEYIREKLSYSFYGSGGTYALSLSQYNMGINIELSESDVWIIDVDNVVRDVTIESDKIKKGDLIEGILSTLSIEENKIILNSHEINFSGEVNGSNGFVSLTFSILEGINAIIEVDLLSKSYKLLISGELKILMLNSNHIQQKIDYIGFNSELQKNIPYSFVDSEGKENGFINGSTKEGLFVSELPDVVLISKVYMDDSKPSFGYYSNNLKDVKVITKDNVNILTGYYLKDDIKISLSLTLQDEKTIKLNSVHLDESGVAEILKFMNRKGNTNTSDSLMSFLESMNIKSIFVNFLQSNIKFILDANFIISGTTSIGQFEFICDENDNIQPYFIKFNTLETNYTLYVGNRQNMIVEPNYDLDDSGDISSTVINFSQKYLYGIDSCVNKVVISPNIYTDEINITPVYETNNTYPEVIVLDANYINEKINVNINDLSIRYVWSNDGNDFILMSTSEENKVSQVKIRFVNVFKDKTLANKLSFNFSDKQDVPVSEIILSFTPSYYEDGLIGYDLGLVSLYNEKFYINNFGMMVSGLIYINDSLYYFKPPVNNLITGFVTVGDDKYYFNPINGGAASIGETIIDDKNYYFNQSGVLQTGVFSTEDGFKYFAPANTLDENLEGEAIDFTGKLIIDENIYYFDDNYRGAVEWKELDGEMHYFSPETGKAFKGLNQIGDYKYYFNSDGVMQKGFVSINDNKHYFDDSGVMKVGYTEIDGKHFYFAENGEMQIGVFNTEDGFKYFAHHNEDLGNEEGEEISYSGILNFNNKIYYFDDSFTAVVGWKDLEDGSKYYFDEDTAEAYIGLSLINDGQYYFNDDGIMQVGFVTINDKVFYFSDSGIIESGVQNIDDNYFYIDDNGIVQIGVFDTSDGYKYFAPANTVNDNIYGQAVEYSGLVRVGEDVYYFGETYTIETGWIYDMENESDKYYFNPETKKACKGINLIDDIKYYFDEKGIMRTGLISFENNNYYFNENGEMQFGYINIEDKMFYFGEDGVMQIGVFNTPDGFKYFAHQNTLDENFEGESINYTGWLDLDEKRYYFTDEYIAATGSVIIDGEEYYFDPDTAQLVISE
* = called active by the depositor.

COc1ccc(NC(=O)N(C)C[C@@H]2Oc3ccc(NC(=O)Cn4cnnn4)cc3C(=O)N([C@@H](C)CO)C[C@@H]2C)cc1
  TcdB GH inh: -0.9
C[C@H]1CN([C@@H](C)CO)C(=O)c2cc(C#CCN(C)C)cnc2O[C@@H]1CN(C)Cc1cccc(C(=O)O)c1
  TcdB GH inh: 0.8
C[C@H](CO)N1C[C@H](C)[C@H](CN(C)S(C)(=O)=O)Oc2c(NC(=O)c3nc4ccccc4s3)cccc2C1=O
  TcdB GH inh: -0.1
O=C(C[C@@H]1CC[C@@H]2[C@H](COC[C@H](O)CN2S(=O)(=O)c2cccc(Cl)c2)O1)NCc1ccncn1
  TcdB GH inh: 0.0
C[C@H](CO)N1C[C@H](C)[C@@H](CN(C)CC2CC2)Oc2ccc(NS(=O)(=O)c3cccs3)cc2C1=O
  TcdB GH inh: 0.2
COc1cccc(-c2cnc3c(c2)C(=O)N([C@H](C)CO)C[C@H](C)[C@@H](CN(C)Cc2ccc(C(=O)O)cc2)O3)c1
  TcdB GH inh: 0.8
Cc1cc(C(=O)Nc2cccc3c2O[C@H](CN(C)C(=O)Nc2ccc(F)cc2)[C@@H](C)CN([C@@H](C)CO)C3=O)n(C)n1
  TcdB GH inh: -2.1
CCC(=O)N1CC2(CN(C(=O)CN3CCOCC3)C2)c2c([nH]c3cc(OC)ccc23)[C@H]1CO
  TcdB GH inh: 1.2
O=C([C@H]1[C@H](CO)[C@H]2Cn3c(ccc(-c4ccccc4)c3=O)[C@@H]1N2CCC(F)(F)F)N1CCCCC1
  TcdB GH inh: -0.3
C[C@H]1CCCCO[C@@H](CN(C)C(=O)NC2CCCCC2)[C@@H](C)CN([C@@H](C)CO)C(=O)c2cc(NC(=O)NC3CCCCC3)ccc2O1
  TcdB GH inh: -0.6
COc1ccc(NC(=O)N(C)C[C@@H]2OCCCC[C@@H](C)Oc3ccc(NC(=O)CCCN(C)C)cc3C(=O)N([C@H](C)CO)C[C@H]2C)cc1
  TcdB GH inh: -0.9
COC(=O)C[C@H]1CC[C@H]2[C@@H](COc3ccc(NC(=O)Nc4cccc(F)c4)cc3C(=O)N2C)O1
  TcdB GH inh: 0.2
COc1ccc2c3c([nH]c2c1)[C@H](CO)N(C(=O)CN(C)C)CC31CCN(CC2CCOCC2)CC1
  TcdB GH inh: -0.1
CCCNC(=O)N(C)C[C@@H]1Oc2cc(-c3ccccc3)ccc2S(=O)(=O)N([C@H](C)CO)C[C@@H]1C
  TcdB GH inh: -0.1
C[C@H]1CN([C@@H](C)CO)C(=O)Cc2cc(NC(=O)NC3CCCCC3)ccc2O[C@@H]1CN(C)S(=O)(=O)c1cn(C)cn1
  TcdB GH inh: -3.6

CO[C@@H]1CN(C)C(=O)c2cc(NS(C)(=O)=O)ccc2OC[C@H](C)N(C(=O)c2ccc3c(c2)OCO3)C[C@@H]1C
  TcdB GH inh: 0.9
C[C@@H]1CN([C@H](C)CO)S(=O)(=O)c2ccc(C#CC3CCCCC3)cc2O[C@H]1CN(C)C
  TcdB GH inh: -0.2
CN(C[C@H]1N[C@@H](CO)[C@@H]1c1ccc(C2=CCCC2)cc1)C(=O)c1cccc(F)c1
  TcdB GH inh: 1.6
CCCNC(=O)[C@H]1[C@H](CO)[C@H]2Cn3c(cccc3=O)[C@@H]1N2S(=O)(=O)c1ccccc1F
  TcdB GH inh: -1.9
Cc1ccc(-c2ccc3c(c2)O[C@@H](CN(C)C(=O)Nc2ccc(C(F)(F)F)cc2)[C@@H](C)CN([C@H](C)CO)S3(=O)=O)cc1
  TcdB GH inh: 0.4
C[C@H]1CCCCO[C@@H](CN(C)S(=O)(=O)c2ccccc2)[C@@H](C)CN([C@@H](C)CO)C(=O)c2cc(NC(=O)c3ccccc3)ccc2O1
  TcdB GH inh: -0.3
Cc1noc(C)c1S(=O)(=O)N(C)C[C@H]1OCc2ccccc2-c2c(n(C)c3ccccc23)C(=O)N([C@H](C)CO)C[C@H]1C
  TcdB GH inh: 1.4
COc1ccc(S(=O)(=O)N(C)C[C@H]2OCCCC[C@@H](C)Oc3ccc(NC(=O)Nc4ccc(C(F)(F)F)cc4)cc3C(=O)N([C@H](C)CO)C[C@H]2C)cc1
  TcdB GH inh: -4.9
C[C@@H]1CCCCO[C@@H](CN(C)Cc2ccc(Cl)c(Cl)c2)[C@@H](C)CN([C@@H](C)CO)C(=O)c2cc(NS(=O)(=O)c3cn(C)cn3)ccc2O1
  TcdB GH inh: 1.4
C[C@@H](NC(=O)C[C@@H]1CC[C@@H](NC(=O)c2cccnc2)[C@@H](CO)O1)c1ccccc1
  TcdB GH inh: 0.9
CCC(=O)N1C[C@@H](C)[C@@H](OC)CN(C)C(=O)c2ccc(NC(=O)c3ccccc3)cc2OC[C@@H]1C
  TcdB GH inh: -2.7
C[C@@H]1CN([C@@H](C)CO)C(=O)Cc2cc(NS(=O)(=O)c3cn(C)cn3)ccc2O[C@H]1CN(C)C(=O)Nc1ccccc1
  TcdB GH inh: -0.1
C[C@H](CO)N1C[C@H](C)[C@H](CN(C)Cc2ccc(F)cc2)Oc2ncc(-c3cccc(C(F)(F)F)c3)cc2C1=O
  TcdB GH inh: 1.1
C[C@@H]1CN([C@@H](C)CO)C(=O)Cc2cc(NC(=O)Nc3cccc4ccccc34)ccc2O[C@H]1CN(C)C(=O)Nc1ccc2c(c1)OCO2
  TcdB GH inh: 0.5
COc1ccc(NC(=O)Nc2ccc3c(c2)C(=O)N([C@@H](C)CO)C[C@@H](C)[C@H](CN(C)Cc2ccc4c(c2)OCO4)OCCCC[C@H](C)O3)cc1
  TcdB GH inh: -1.4

O=C(C[C@H]1C=C[C@H](NC(=O)Nc2cc(F)ccc2F)[C@@H](CO)O1)Nc1ccccc1
  TcdB GH inh: 0.1
CCC(=O)N[C@H]1C=C[C@H](CC(=O)OC)O[C@H]1CO
  TcdB GH inh: 0.9
CC(C)C#Cc1ccc2c(c1)O[C@@H](CN(C)C(=O)c1cccnc1)[C@H](C)CN([C@H](C)CO)S2(=O)=O
  TcdB GH inh: -0.2
CC=Cc1ccc2n(c1=O)C[C@@H]1[C@@H](CO)[C@H](C(=O)N3CCCCC3)N(Cc3ccccn3)[C@H]21 (mixture of isomers)
  TcdB GH inh: -0.7
CC=Cc1ccc2n(c1=O)C[C@@H]1[C@@H](CO)[C@H](C(=O)Nc3ccc(-c4ccccc4)cc3)N(C(=O)CC)[C@H]21 (mixture of isomers)
  TcdB GH inh: -7.4
N#C[C@@H]1[C@H](c2ccccc2-c2cccc(F)c2)[C@H](CO)N1C(=O)C1CCOCC1
  TcdB GH inh: 2.3
C[C@@H]1CN([C@@H](C)CO)C(=O)Cc2cc(NC(=O)C3CCCCC3)ccc2O[C@@H]1CN(C)S(C)(=O)=O
  TcdB GH inh: 1.0
CCCC#Cc1ccc2c(c1)O[C@H](CN(C)C(=O)NC(C)C)[C@@H](C)CN([C@@H](C)CO)S2(=O)=O
  TcdB GH inh: -1.4
CO[C@@H]1CN(C)C(=O)c2ccc(NC(=O)c3ccc(F)cc3)cc2OC[C@@H](C)N(C(=O)c2ccc(F)cc2)C[C@@H]1C
  TcdB GH inh: 0.8
CCCNC(=O)N(C)C[C@H]1Oc2cc(C#Cc3cccc(F)c3)ccc2S(=O)(=O)N([C@@H](C)CO)C[C@H]1C
  TcdB GH inh: 0.1
C/C=C/c1cnc2c(c1)C(=O)N([C@@H](C)CO)C[C@@H](C)[C@@H](CN(C)C(=O)C1CCOCC1)O2
  TcdB GH inh: 0.6
C[C@@H]1CN([C@H](C)CO)C(=O)c2cc(/C=C/c3ccccc3)cnc2O[C@H]1CN(C)C(=O)Cc1ccccn1
  TcdB GH inh: 0.2
C[C@H](CO)N1C[C@H](C)[C@H](CN(C)C(=O)Nc2ccc(F)cc2)Oc2c(NC(=O)c3ccncc3)cccc2C1=O
  TcdB GH inh: -12.1
C[C@H](CO)N1C[C@H](C)[C@@H](CN(C)Cc2ccc3c(c2)OCO3)OCCCC[C@H](C)Oc2ccc(NS(=O)(=O)c3ccc(Cl)cc3)cc2C1=O
  TcdB GH inh: 0.0
C[C@@H]1CN([C@H](C)CO)C(=O)Cc2cc(NS(=O)(=O)c3cn(C)cn3)ccc2O[C@H]1CN(C)Cc1ccc(C(=O)O)cc1
  TcdB GH inh: -0.8

Exported bar-delimited: part of the list above
smiles | TcdB GH inh
COC(=O)C[C@H]1CC[C@H]2[C@@H](COc3ccc(NC(=O)Nc4cccc(F)c4)cc3C(=O)N2C)O1 | 0.2
COc1ccc2c3c([nH]c2c1)[C@H](CO)N(C(=O)CN(C)C)CC31CCN(CC2CCOCC2)CC1 | -0.1
CCCNC(=O)N(C)C[C@@H]1Oc2cc(-c3ccccc3)ccc2S(=O)(=O)N([C@H](C)CO)C[C@@H]1C | -0.1
C[C@H]1CN([C@@H](C)CO)C(=O)Cc2cc(NC(=O)NC3CCCCC3)ccc2O[C@@H]1CN(C)S(=O)(=O)c1cn(C)cn1 | -3.6

(list continues)
C[C@@H]1CN([C@@H](C)CO)C(=O)c2cc(NC(=O)Cc3ccccc3)ccc2O[C@H]1CN(C)Cc1ccc(C(=O)Nc2ccccc2N)cc1
  TcdB GH inh: -1.6
O=C(C[C@H]1CC[C@@H]2[C@H](COC[C@@H](O)CN2S(=O)(=O)c2ccccc2Cl)O1)NCc1ccccc1Cl
  TcdB GH inh: 1.0
COc1cccc(CN2CCCCN3[C@H](C2)[C@H](c2ccc(-c4cccnc4)cc2)[C@@H]3CO)c1
  TcdB GH inh: 1.7
COc1ccc(-c2cnc3c(c2)C(=O)N([C@@H](C)CO)C[C@H](C)[C@@H](CN(C)Cc2cccnc2)O3)cc1
  TcdB GH inh: -1.4
Cc1noc(C)c1NC(=O)Nc1ccc2c(c1)CC(=O)N([C@@H](C)CO)C[C@@H](C)[C@H](CN(C)Cc1ccccc1)O2
  TcdB GH inh: -6.8
CN1C(=O)c2cc(NS(=O)(=O)c3ccccc3Cl)ccc2OC[C@@H]2O[C@@H](CC(=O)O)CC[C@H]21
  TcdB GH inh: -0.8
C/C=C/c1ccc([C@@H]2[C@@H](CNC(=O)CC3CC3)N(C(=O)CC)[C@H]2CO)cc1
  TcdB GH inh: -0.3
CNC[C@@H]1Oc2cc(-c3ccc(OC)cc3)ccc2S(=O)(=O)N([C@H](C)CO)C[C@H]1C
  TcdB GH inh: -0.6
CCCNC(=O)C[C@@H]1C[C@H]2c3cc(NC(=O)NC4CCCCC4)ccc3O[C@H]2[C@@H](CO)O1
  TcdB GH inh: 0.7
C[C@@H]1CN([C@@H](C)CO)C(=O)c2cccc(NC(=O)Nc3ccc(C(F)(F)F)cc3)c2O[C@H]1CN(C)Cc1ccc(C(=O)Nc2ccccc2N)cc1
  TcdB GH inh: 0.1
CCC(=O)N(C)C[C@H]1Oc2cc(/C=C/c3ccccc3)ccc2S(=O)(=O)N([C@@H](C)CO)C[C@H]1C
  TcdB GH inh: 2.8
C[C@@H]1CCCCO[C@@H](CN(C)C(=O)Nc2ccccc2)[C@@H](C)CN([C@@H](C)CO)C(=O)c2cc(NS(=O)(=O)c3ccccc3)ccc2O1
  TcdB GH inh: -1.6
C[C@@H]1CN([C@@H](C)CO)C(=O)c2cc(C3=CCCCC3)cnc2O[C@H]1CN(C)Cc1ccccn1
  TcdB GH inh: 0.5
C[C@@H]1CN([C@@H](C)CO)C(=O)c2cc(NS(C)(=O)=O)ccc2O[C@@H](C)CCCCO[C@@H]1CN(C)S(=O)(=O)c1ccc(F)cc1
  TcdB GH inh: -0.4
Cc1noc(C)c1S(=O)(=O)N(C)C[C@H]1Oc2ccc(NS(C)(=O)=O)cc2C(=O)N([C@@H](C)CO)C[C@H]1C
  TcdB GH inh: 0.2

O=C(NC1CCCC1)[C@H]1[C@H](CO)[C@H]2Cn3c(ccc(-c4ccccc4)c3=O)[C@@H]1N2
  TcdB GH inh: -1.1
C[C@H]1CN([C@@H](C)CO)C(=O)c2cc(NC(=O)Nc3ccc(F)cc3)ccc2O[C@@H]1CN(C)Cc1ccccc1
  TcdB GH inh: -0.4
COc1ccc(S(=O)(=O)Nc2cccc3c2O[C@@H](CN(C)C(=O)Nc2ccccc2)[C@H](C)CN([C@@H](C)CO)C3=O)cc1
  TcdB GH inh: -0.8
C[C@@H]1CN([C@@H](C)CO)C(=O)c2cc(NS(=O)(=O)c3cn(C)cn3)ccc2O[C@H]1CN(C)C(=O)Nc1ccc(C(F)(F)F)cc1
  TcdB GH inh: -0.4
COc1cccc(NC(=O)N2CC(=O)N3[C@@H](CO)[C@@H](c4ccc(C#CC5CCCCC5)cc4)[C@@H]3C2)c1
  TcdB GH inh: 0.1
CO[C@@H]1CN(C)C(=O)c2ccc(NC(=O)C3CC3)cc2OC[C@@H](C)N(C(=O)c2ccccc2)C[C@H]1C
  TcdB GH inh: 1.6
C[C@@H]1CN([C@@H](C)CO)C(=O)Cc2cc(NC(=O)Nc3cccc4ccccc34)ccc2O[C@H]1CN(C)Cc1ccncc1
  TcdB GH inh: 1.1
C[C@@H]1CN([C@H](C)CO)C(=O)c2cc(NC(=O)CCN3CCOCC3)ccc2O[C@H]1CN(C)C(=O)NC1CCCCC1
  TcdB GH inh: 0.2
COc1ccccc1-c1ccc([C@H]2[C@@H](CO)N(CC3CC3)C23CN(S(C)(=O)=O)C3)cc1
  TcdB GH inh: 0.6
O=C(NCC[C@H]1CC[C@@H](NC(=O)C2CCC2)[C@@H](CO)O1)c1cnccn1
  TcdB GH inh: -0.6
C[C@H]1CCCCO[C@H](CN(C)Cc2ccncc2)[C@@H](C)CN([C@@H](C)CO)C(=O)c2cc(NC(=O)c3ccccc3)ccc2O1
  TcdB GH inh: 0.8
CC(C)NC(=O)N(C)C[C@H]1Oc2ccc(NS(C)(=O)=O)cc2C(=O)N([C@H](C)CO)C[C@@H]1C
  TcdB GH inh: 0.1
CC(C)NC(=O)N[C@@H]1C=C[C@@H](CC(=O)NCCN2CCCC2)O[C@@H]1CO
  TcdB GH inh: 0.4
C[C@H](CO)N1C[C@H](C)[C@H](CN(C)Cc2ccc(C(=O)Nc3ccccc3N)cc2)Oc2ccc(NS(=O)(=O)c3ccccc3)cc2C1=O
  TcdB GH inh: 0.9
COc1ccc([Si](C)(C)[C@H]2[C@H](CCO)O[C@@]3(C(=O)N(C)c4ccccc43)[C@@H]2C)cc1
  TcdB GH inh: 1.9
C[C@@H]1CN([C@@H](C)CO)C(=O)c2cc(NC(=O)NC3CCCCC3)ccc2O[C@@H]1CN(C)Cc1ccccc1
  TcdB GH inh: 1.1
COc1cccc(-c2cnc3c(c2)C(=O)N([C@H](C)CO)C[C@H](C)[C@H](CN(C)C(=O)NC2CCCC2)O3)c1
  TcdB GH inh: -0.9

This is a subset; count on the stated rates, not on these rows.
